# Bioassay records deposited in PubChem by Sanford-Burnham Center for Chemical Genomics.
# TAG inh: inhibitors of triacylglycerol accumulation, primary screen, cell-based, uHTS, fluorescence, H9c2; AID 651582, 2012; inhibition, % at 12.5 µM; H9c2 cells, Nile Red lipid (TAG) fluorescence; cells loaded with 200 µM oleic acid; hit rate 0.66% among 230,000;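 active = pattern-corrected inhibition of lipid staining of at least 50% with the nuclear-stain viability signal not falling by more than 50%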;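 note: 0% = DMSO wells and 100% = triacsin C control wells; some results filed as inactive read as strong as hits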
# TAG inh DAPI viability: also measured in TAG inh; calls as there; DAPI nuclei signal change (viability), lower = more cytotoxic, %;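 whole-well DAPI fluorescence read on a plate reader as a viability signal; minus 50 percent equals half of cells still viable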
# Numbers without * were called inactive. An excerpt; rates above refer to the full screens.
SMILES,TAG inh,TAG inh DAPI viability
O=C(c1ccc(Cl)cc1)C1CCCN(Cc2cccn2-c2cccnc2)C1 (stereo not given),-15,21
COc1ccc(-n2cc(CN(C)C(C)c3ccncn3)c(-c3cccc(F)c3)n2)cc1 (stereo not given),-12,7
O=c1oc(Nc2cccc(Cl)c2)nc2ccccc12,-8,-11
CCOc1ccc(N=C2NC(=O)C(CC(=O)Nc3ccccc3)S2)cc1 (stereo not given),-10,20
COc1ccc(S(=O)(=O)NCc2ccccc2)cc1Br,-1,-8
CCCCN(C(=O)Cc1cccc(F)c1)c1c(N)n(CCC)c(=O)[nH]c1=O,-16,-12
O=C(Nc1cccc(Cl)c1)Nc1nnc([C@@H]2C[C@H](O)[C@@H](CO)O2)s1,7,-14
Cc1ccc(CNC(=O)C(=O)c2cn(CC(=O)N3CCCC3)c3ccccc23)cc1,1,-4
CN1CCN(C(=O)c2ccc3c(=O)n(-c4ccc(F)cc4)c(=S)[nH]c3c2)CC1,15,-19
Cc1cccc2cc3c(N)c(C(=O)N4CCCc5ccccc54)sc3nc12,36,-29
CC1CCCC(NS(=O)(=O)c2cc3c(cc2Cl)NC(=O)CO3)C1C (stereo not given),-22,-10
N#CCCN(C(=O)COC(=O)CCc1nc2ccccc2c(=O)[nH]1)c1ccc(F)cc1,5,2
Cc1ccc(NC(=O)CS(=O)CC(=O)N(c2ccc(C)cc2)C(C)C(=O)NC2CCCCC2)cc1 (stereo not given),21,4
CC(=O)c1cccc(NC(=S)NCCc2ccc(Cl)cc2)c1,-11,-7
O=C(CNC(=O)c1ccc(Br)o1)NNC(=O)c1ccccc1,7,-1

# Single entries from the entries so far.
# Under TAG inh, CN1CCN(C(=O)c2ccc3c(=O)n(-c4ccc(F)cc4)c(=S)[nH]c3c2)CC1 has the entry 15
# Under TAG inh DAPI viability, CCCCN(C(=O)Cc1cccc(F)c1)c1c(N)n(CCC)c(=O)[nH]c1=O has the entry -12
# Under TAG inh DAPI viability, Cc1ccc(NC(=O)CS(=O)CC(=O)N(c2ccc(C)cc2)C(C)C(=O)NC2CCCCC2)cc1 (stereo not given) has the entry 4
# Under TAG inh DAPI viability, CC(=O)c1cccc(NC(=S)NCCc2ccc(Cl)cc2)c1 has the entry -7

# (continued)
SMILES,TAG inh,TAG inh DAPI viability
OC1COC(O)C(O)C1O (stereo not given),-3,2
O=C(Nc1ccc(CN2CCS(=O)(=O)CC2)cc1)c1ccccc1,3,-10
Cc1cc(C)cc(C(O)c2ncc(-c3ccccc3Cl)[nH]2)c1 (stereo not given),132,-107
Oc1ccc(/C(Cc2ccccn2)=N\Nc2ccccc2)c(O)c1,-14,1
CCCC[C@@H]1C=C(C(=O)O)[C@H](c2ccc(C#N)cc2)N1S(=O)(=O)c1ccc(C)cc1,-9,8
CC1(C)Cc2c(C#N)c(OCC(=O)c3ccc(Cl)cc3)nc(-c3ccco3)c2CO1,2,23
O=c1ccc2ccc(OCc3nnc(-c4ccccc4Br)o3)cc2o1,4,1
CCOC(=O)NC(=O)/C(C#N)=C(/C)N(C)C,7,-1
CCCCn1c(N)c(N(CCOC)C(=O)c2ccc(-c3ccc([N+](=O)[O-])cc3)o2)c(=O)[nH]c1=O,5,10
Cc1c2c(nc3ccccc13)CCC(C(C)(C)C)C2 (stereo not given),-2,-1
Cc1c(C(=O)N2CCCCC2C)sc2ncnc(N3CCc4ccccc4C3)c12 (stereo not given),-12,4
CSc1cccc(NC(=S)N(CCC(C)C)C(C)c2ccncc2)c1 (stereo not given),-14,6
C=C(C)Cn1c(=S)[nH]c2ccccc2c1=O,-12,-9
CC(C)Cn1c(N)c(C(=O)COC(=O)c2cccnc2Cl)c(=O)n(C)c1=O,-10,-1
COC(=O)c1ccc(NC(=O)C2CCCCC2C(=O)O)cc1 (stereo not given),9,6
CCOC(=O)C1=CN(Cc2ccc(Br)cc2)S(=O)(=O)N(C)C1C (stereo not given),57,-55
O=C(NCCc1ccc(Cl)cc1)c1ccc2nc[nH]c2c1,-3,-1
CNC(=S)N/N=C/c1c(C(=O)OC)cnn1-c1ccc(F)cc1F,15,-4
CCCC(O)(c1ccc(Cl)cc1)C(CN1CCOCC1)c1ccccc1 (stereo not given),7,1
O=C(Cn1nc(C(=O)O)c2ccccc2c1=O)Nc1cccc(S(=O)(=O)N2CCCCC2)c1,-9,3
CCOC(=O)N1CCN(C(=O)N2CCOCC2)CC1,-11,2
CC(NC(=O)c1ccc(Cl)c(S(=O)(=O)NC2CC2)c1)c1ccco1 (stereo not given),-1,1
NC(=O)N1CCN(C(=O)c2ccco2)CC1,13,0
CCOC(=O)c1ccccc1NC(=O)COC(=O)CSc1ccccc1,-7,7
Cc1ccccc1NC(=O)c1ccccc1NC(=O)Cc1cccc2ccccc12,24,-13
Cn1cnc(S(=O)(=O)NC2CCN(Cc3c(F)cccc3Cl)CC2)c1,3,-1
Cc1ccc(S(=O)(=O)CCC(=O)Nc2nnc(-c3cccs3)o2)cc1,18,-5
C#Cc1ccc(CN2CCN(CCCc3ccccc3)C(CCO)C2)cc1 (stereo not given),-12,10
C=CCn1c(SCC(=O)NCc2ccco2)nc2sc3c(c2c1=O)CCCC3,-12,4
COc1ccc(-c2noc(-c3ccccc3C(=O)NCc3ccco3)n2)cc1,11,-4
Fc1ccc2nc(C3CCN(Cc4nc(CC5CC5)no4)CC3)[nH]c2c1,-6,1
CC(=O)Nc1nnc(-c2c(-c3ccccc3Cl)noc2C)o1,-4,4
COc1ccc(NC(=O)N2CCC(C(=O)c3ccc(F)cc3)CC2)cc1,39,-13
NC(=O)C1CCN(C(=O)COc2ccc3ccccc3c2Br)CC1,1,2
Cc1ccnc(NS(=O)(=O)c2ccc(NC(=O)c3ccc(C)o3)cc2)n1,-3,-8
O=c1nc2sc3ccccc3n2c(=O)n1-c1ccc(Cl)cc1,-2,-1
CCN(CC)c1ccc(NC2CC(=O)N(CCc3ccc(OC)cc3)C2=O)cc1 (stereo not given),-53,7
O=C(CCNS(=O)(=O)c1ccc(Cl)cc1)N1CCOCC1,0,9
CC(=O)Nc1cc(-c2ccc(N3CCN(C)CC3)cc2)cn2c(-c3ccc(F)c(Cl)c3)cnc12,18,38
CN(c1ccc(C(=O)NCCSCc2c(F)cccc2Cl)cc1)S(C)(=O)=O,-6,1
CCCS(=O)(=O)N1CCCC(C(=O)NCCN(C)Cc2ccccc2)C1 (stereo not given),3,-10
COc1cc(NC(=O)c2cccs2)c(C(=O)OCC(=O)NCc2ccco2)cc1OC,6,4
COc1cccc(C(=O)Nc2nc3c(s2)CN(C)CC3)c1,18,8
Cc1cc2c(ncn2C)c(NS(=O)(=O)c2cc(Cl)ccc2Cl)c1C,-8,0
CC(=O)Cc1nsc(Nc2ccc3c(c2)OCCO3)n1,6,7

# Overlap with the part before: four compounds, followed by the next part.
SMILES,TAG inh,TAG inh DAPI viability
COc1cc(NC(=O)c2cccs2)c(C(=O)OCC(=O)NCc2ccco2)cc1OC,6,4
COc1cccc(C(=O)Nc2nc3c(s2)CN(C)CC3)c1,18,8
Cc1cc2c(ncn2C)c(NS(=O)(=O)c2cc(Cl)ccc2Cl)c1C,-8,0
CC(=O)Cc1nsc(Nc2ccc3c(c2)OCCO3)n1,6,7
CCCNC(=O)C1(C)CCCN(C(=O)c2cc(F)ccc2C)C1 (stereo not given),10,0
Cc1cc(C(=O)COC(=O)c2ccc(F)cc2F)c(C)n1C1CC1,-17,3
CCCCN1C(=O)C(CC(=O)NCCc2ccccn2)CC(C(=O)N(C)C)=C1C (stereo not given),3,2
COc1ccc2sc(-c3ccc(S(C)(=O)=O)cc3)c(C#Cc3cncn3C)c2c1,93*,54*
CC(C)(C)OC(=O)NCCc1nnc(SCc2ccc(Cl)cc2)o1,4,-4
Cc1ccc(CSCCNS(=O)(=O)c2ccccc2)cc1,-21,-10
Cc1ccc(NC(=O)CN(C)S(=O)(=O)c2cccc3nsnc23)cc1Cl,1,-12
c1ccc(-n2ncc3c(N4CCN(CCOc5cccc6ccccc56)CC4)ncnc32)cc1,27,14
COCCn1cnnc1SCC(=O)Nc1ccc(Br)cc1F,-5,-5
c1ccc(-c2cc(N3CCCCC3)ncn2)cc1,14,-17
O=C(OCc1nnc(-c2ccccc2)o1)C1CC(=O)N(Cc2ccco2)C1 (stereo not given),-2,4
CSc1ccc(CNCC(O)c2ccccc2)cc1 (stereo not given),-3,-1
CCCCc1ccc(NC(=O)C(=O)NCCN2CCN(Cc3ccc([N+](=O)[O-])cc3)CC2)cc1,-10,39
CN1C(C(=O)NCc2ccccc2)CC2Cn3c(nc4cc(Cl)c(Cl)cc43)C21 (stereo not given),-24,-5
CN1CCN(c2cc3c(c4c2[nH]c2ccccc24)C(=O)CC(C)(C)C3)CC1,54*,31*
CCN(CC)C(=O)c1[nH]cnc1C(=O)NCC(=O)OCc1ccccc1,-2,-6
NC(=O)Nn1c(CCC(=O)O)ccc1-c1ccc(F)cc1,-11,2
COC(=O)C1(C)NC(c2cccs2)C2C(=O)N(c3ccc(F)cc3)C(=O)C21 (stereo not given),17,-28
CC(=O)c1cccc(NC(=O)C2Cc3c(-c4ccc(Cl)cc4)ccnc3O2)c1 (stereo not given),-40,-10
CCn1cnc2cc(NCc3nc4ccccc4n3Cc3ccccc3)ccc21,-5,10
N#Cc1ccc(COC(=O)C2CCC(=O)N2)cc1 (stereo not given),-10,-5
Cc1noc(C)c1COC(=O)c1ccc(F)c(S(=O)(=O)N2CCOCC2)c1,8,5
O=C(CN1C(=O)NC2(CCOc3ccccc32)C1=O)c1ccc(F)cc1 (stereo not given),30,-7
Cc1ccccc1-n1nnnc1SCC(=O)NCC1(N2CCOCC2)CCCCC1,4,2
CC(C)(C)[C@H]1COC(=O)[C@@H](Cc2ccc(F)cc2)C/C=C\C[C@@H](CC(=O)N[C@@H](CO)Cc2ccccc2)C(=O)N1,17,-4
Cc1ccc(CN2CCNC(=O)C2CC(=O)NCC(F)(F)F)o1 (stereo not given),6,1
COc1ccccc1C(=O)Nc1ccc(N2CCN(S(C)(=O)=O)CC2)cc1,6,-4
NCC(=O)Nc1ccc(Br)cc1,8,0
Cc1ccc(NC(=O)CSCC(=O)Nc2nnc(C)s2)cc1,0,0
O=C(COC(=O)c1ccc[n+]([O-])c1)Nc1ccc([N+](=O)[O-])cc1Cl,-12,10

# Gathered by group: those above with an aryl thioether with sulfur outside any ring (seven)
SMILES,TAG inh,TAG inh DAPI viability
CSc1cccc(NC(=S)N(CCC(C)C)C(C)c2ccncc2)c1 (stereo not given),-14,6
CCOC(=O)c1ccccc1NC(=O)COC(=O)CSc1ccccc1,-7,7
C=CCn1c(SCC(=O)NCc2ccco2)nc2sc3c(c2c1=O)CCCC3,-12,4
CC(C)(C)OC(=O)NCCc1nnc(SCc2ccc(Cl)cc2)o1,4,-4
COCCn1cnnc1SCC(=O)Nc1ccc(Br)cc1F,-5,-5
CSc1ccc(CNCC(O)c2ccccc2)cc1 (stereo not given),-3,-1
Cc1ccccc1-n1nnnc1SCC(=O)NCC1(N2CCOCC2)CCCCC1,4,2

# More results.
SMILES,TAG inh,TAG inh DAPI viability
CC1(C)NC(=O)N(CC(O)COc2ccc(N3C(=O)c4ccccc4C3=O)cc2)C1=O (stereo not given),-12,0
CCc1nc(N2CCN(C(=O)CCl)CC2)c2c3c(sc2n1)CC(C)CC3 (stereo not given),17,-8
COc1ccc(N2CCN(C(=O)NC3CC(=O)N(c4ccc(OC)cc4)C3)CC2)cc1 (stereo not given),-4,1
CC(C)N(C)S(=O)(=O)c1ccc(Cl)c(C(=O)O)c1,3,2
Cc1cccc(NC(=O)CCCn2c(=S)[nH]c3ccccc3c2=O)c1,16,4
Cc1cccc(/C=N/Nc2ccc3ccccc3n2)c1,-3,25
